Assay outcomes from PubChem.
FBPA coupling cs = qHTS Assay for Inhibitors of Fructose-1,6-bisphosphate Aldolase from Giardia Lamblia: Coupling assay counterscreen | coupling enzyme system counterscreen, AmpLite Red fluorescence | activity change, negative = inhibition, % at 58.2 µM, hits read low | hit rate 0.67% among 290,000 | AID 2472, 2010; in the data active means activity change below about -30%
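Final compound at 57.5 uM, incubated 10 min at RT with coupling enzyme reagent (glyceraldehyde-3-phosphate), then 20 min with substrate and AmpLite Red detection. Fluorescence read at 525/598 nm; tests interference with the coupling assay, not aldolase inhibition.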
USP2a inh = qHTS Assay for Inhibitors of Ubiquitin-specific Protease USP2a Using CHOP2 as the Reporter; Ubiquitin carboxyl-terminal hydrolase 2 (Homo sapiens), O75604; USP2 core, Ub-CHOP2 coupled fluorogenic reporter, 485/531; Potency, µM (titrated, usually from 38.3 µM), without a hit: at the top dose activity change, negative = inhibition, actives largely listed as inhibitors; hit rate 0.01% among 330,000;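 further: potency means the concentration at half of the fitted maximal effect; plate controls were DMSO wells for no effect and full inhibition by NEM control for full effect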
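Deubiquitinase activity read as fluorescence (485/531 nm) after Ub-CHOP2 cleavage activates the enterokinase reporter on its substrate; USP2 core 10nM, Ub-CHOP2 and substrate 25nM each, 30min compound preincubation then 60min RT; data normalized to NEM, curves fitted.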
hERG WT inh = qHTS for Inhibitors of KCHN2 3.1: Wildtype qHTS; hit rate 0.37% among 340,000; AID 720551, 2013; activity change, % at 1.84 µM; Voltage-gated inwardly rectifying potassium channel KCNH2 (Homo sapiens), Q12809; U2OS, BacMam KCNH2, thallium flux FluxOr; active compounds read low;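 active means maximum activity change below -70%; inconclusive means maximum activity change between -70% and -50%; inactive means maximum activity change above -50%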
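U2OS cells transduced with wild-type KCNH2 virus are loaded with FluxOr dye for 45 min, and thallium flux is measured in kinetic reads before and after stimulation buffer. Rate constants are normalized to DMSO controls.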
PKM2 act = qHTS Assay for Activators of Human Muscle isoform 2 Pyruvate Kinase. purified PKM2, Kinase-Glo ATP luminescence, activation; response scale: 0% is enzyme alone, no compound. Potency, µM (doses to about 57.5 µM), without a hit: at the highest dose activation, usual class: activators. hit rate 0.34% among 260,000. AID 1631, 2009; further: potency means the concentration at half of the fitted maximal effect; nearly all actives have a fitted effect of over 55% in size
Target sequence (P14618 whole entry, looked up, canonical isoform): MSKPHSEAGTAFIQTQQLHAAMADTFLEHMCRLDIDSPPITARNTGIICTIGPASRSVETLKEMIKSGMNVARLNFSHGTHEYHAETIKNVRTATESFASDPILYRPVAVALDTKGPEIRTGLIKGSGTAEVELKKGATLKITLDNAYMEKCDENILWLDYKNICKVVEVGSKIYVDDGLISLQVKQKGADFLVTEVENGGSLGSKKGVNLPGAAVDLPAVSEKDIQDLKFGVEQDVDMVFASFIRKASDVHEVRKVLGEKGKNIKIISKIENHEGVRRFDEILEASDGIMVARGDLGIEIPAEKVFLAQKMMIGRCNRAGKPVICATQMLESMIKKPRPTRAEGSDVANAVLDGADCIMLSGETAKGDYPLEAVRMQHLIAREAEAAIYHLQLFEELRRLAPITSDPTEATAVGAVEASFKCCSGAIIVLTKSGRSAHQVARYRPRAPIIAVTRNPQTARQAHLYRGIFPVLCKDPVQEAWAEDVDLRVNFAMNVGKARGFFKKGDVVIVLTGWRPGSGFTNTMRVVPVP
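ATP formation by purified human PK-M2, quantified via coupled luciferase luminescence after 1 h at room temperature with 0.1 mM ADP and 0.5 mM PEP final.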
Eya2 phos inh = qHTS Assay for Inhibitors of the Phosphatase Activity of Eya2. Protein phosphatase EYA2 (Homo sapiens), O00167. recombinant Eya2, OMFP fluorescence dephosphorylation (OMFP is methylfluorescein phosphate). AID 488837, 2010. Potency, µM (highest dose often 76.9 µM), for the others: at the top dose activity, negative = inhibition, actives largely listed as inhibitors. hit rate 0.006% among 330,000; further: potency means the concentration at half of the fitted maximal effect
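Eya2 (0.2 uM) preincubated 10 min at ambient with compound, then OMFP substrate added at 50 uM; 10 min reaction in 50 mM HEPES pH 7.5, 50 mM NaCl, 5 uM MgCl2, 0.05% BSA, 1 mM DTT. Fluorescence read at Ex 485/Em 525 nm.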
uPA surface inh = qHTS for Inhibitors of Cell Surface uPA Generation; hit rate 0.31% among 330,000; AID 540303, 2011; cell surface uPA generation assay, qHTS; Potency, µM (doses to about 38.3 µM), for inactives: at the top dose activity change, negative = inhibition, most hits filed as inhibitors; active means well fitted inhibition curve with a large enough effect; inconclusive means small, poorly fitted or top-dose-only effect; inactive means no such curve, though single readings can be large or run the other way; tested in mouse RAW 264.7 cells; further: potency means the concentration at half of the fitted maximal effect; nearly all actives have a fitted effect of over 55% in size
GALK inh = qHTS Assay for Inhibitors of Human Galactokinase (GALK); P51570; hit rate 0.007% among 270,000; Potency, µM (highest dose often 57.5 µM), for the others: at the top dose activity change, negative = inhibition, most hits filed as inhibitors; Purified GALK, Kinase-Glo residual ATP luminescence; further: potency means the concentration at half of the fitted maximal effect
Target sequence (P51570 whole entry, looked up): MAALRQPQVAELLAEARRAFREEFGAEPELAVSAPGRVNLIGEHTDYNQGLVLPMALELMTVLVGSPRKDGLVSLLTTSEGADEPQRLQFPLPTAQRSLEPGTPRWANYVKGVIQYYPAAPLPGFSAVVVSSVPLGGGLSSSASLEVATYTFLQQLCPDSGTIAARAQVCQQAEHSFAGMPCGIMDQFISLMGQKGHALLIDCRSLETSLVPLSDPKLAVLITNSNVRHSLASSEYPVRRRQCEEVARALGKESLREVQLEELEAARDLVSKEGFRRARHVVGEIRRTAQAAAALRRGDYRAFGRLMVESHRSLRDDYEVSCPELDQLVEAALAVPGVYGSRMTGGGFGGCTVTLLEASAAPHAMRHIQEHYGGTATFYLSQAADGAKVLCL
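ATP-depletion format; final 35 uM ATP, 100 uM D-galactose, 5 nM enzyme; pH 8.0 HEPES/Mg2+ buffer; 60 min RT; luminescence read 10 min after detection reagent.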
Giardia kill = Small Molecules that selectively kill Giardia lamblia: qHTS. Giardia lamblia trophozoite viability. activity change, % at 7.66 µM, hits read low. hit rate 0.15% among 340,000. AID 540267, 2011; in the data active means activity change below about -80%; inconclusive means between about -30% and that limit;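 further: parasites exposed to compound for two days anaerobically before the ATP read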
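Luminescence from cellular ATP indicates surviving trophozoites (100 cells/well) following 48 hrs anaerobic compound treatment at 37 deg C; signal develops 15-30 min at room temperature.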
BCR signal inh = qHTS Assay to Find Inhibitors of Chronic Active B-Cell Receptor Signaling | ABC-DLBCL IkBa-CBG/CBR reporter, luminescence ratio, 4 h | Potency, µM (series often up to 46.1 µM), for the others: top-dose ratio change, negative = lower green/red ratio, hits mostly inhibitors | hit rate 0.05% among 340,000 | AID 493014, 2011; active means well fitted inhibition curve with a large enough effect in the signal ratio, with a control signal flat, not every such curve was filed as active; inconclusive means small, poorly fitted or top-dose-only effect, or effect the other way, or a change in a side signal; the % refers to the signal ratio;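 further: potency means the concentration at half of the fitted maximal effect; plate controls were basal doxycycline-induced cells for no effect and cells given 10 µM MG132 for full effect; MG132 reads +100%, hits lower the ratio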
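Compounds up to 46 uM were incubated four hours with TMD8 cells whose green CBG68 luciferase is fused to IkappaBalpha; red CBR luminescence normalised the signal, and concentration-effect curves were fitted to fusion, red and ratio data.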
B2AR arrestin = qHTS assay of beta-arrestin-biased ligands of beta2-adrenergic receptor. Potency, µM (doses to about 46.1 µM), for inactives: top-dose activation, actives largely listed as activators. Beta-2 adrenergic receptor (Homo sapiens), P07550. hit rate 0.02% among 330,000. beta-arrestin recruitment to beta2AR, cell-based reporter;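 further: potency means the concentration at half of the fitted maximal effect; 0% = DMSO controls and full agonism = EC100 isoproterenol or metaproterenol; nearly all actives have a fitted effect of over 65% in size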
KCNH2 3.1 inh = qHTS for Inhibitors of KCHN2 3.1: Mutant qHTS; Potassium voltage-gated channel subfamily H member 2, brain isoform KCNH2 3.1 (human); U2OS KCNH2 3.1, thallium flux FluxOr; active compounds read low; activity change, % (tested at about 1.8 µM); hit rate 0.95% among 340,000; AID 720553, 2013;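 active means maximum activity change below -70%; inconclusive means maximum activity change from -70% to -50%; inactive means maximum activity change above -50%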;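 further: thallium influx rate constant from kinetic fluorescence after stimulation buffer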
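Steps: virus added to U2OS suspension (4 h, RT, dark); medium with 10% FBS added, cells plated, 37 C overnight; FluxOr/Red40 loading buffer 45 min RT; stimulation buffer, 2 min kinetic read; rate constant normalized.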
* marks the source's active call; other numbers are inactive results; ? = inconclusive; nt = no result given. Unless noted, the call rests on the fitted dose curve; in most records, active means well fitted curve in the direction sought with a large enough effect; inconclusive means small, poorly fitted or top-dose-only effect, or another doubt; inactive means no such curve, though single readings can be large; an effect the other way counts as inactive or inconclusive. Unless noted, on the % scale 0 is the no-effect control and ±100 the full control effect.

SMILES	FBPA coupling cs	USP2a inh	hERG WT inh	PKM2 act	Eya2 phos inh	uPA surface inh	GALK inh	Giardia kill	BCR signal inh	B2AR arrestin	KCNH2 3.1 inh
Cc1cccc(N(C2C=CS(=O)(=O)C2)S(=O)(=O)c2ccccc2)c1 (configuration not stated)	1	2%	2	1%	0%	3%	0%	-6	3%	0.1%	-9
COCCN(Cc1ccccc1)P(=O)(O)c1ccccc1OCC(=O)O	8	nt	-16	-4%	nt	-2%	1%	0	nt	nt	14
CN(Cc1ccccc1F)C(=O)CN1c2cccc3cccc(c23)S1(=O)=O	nt	-4%	-14	nt	-7%	1%	nt	-10	-14%	-0.8%	10
Cc1[nH]c2ccccc2c1/C=N/Nc1ccc(F)cc1F	-1	3%	nt	2%	4%	nt	0%	nt	0%	0.3%	nt
CSc1ccccc1OCc1cc(C(=O)N2CCN3CCCC3C2)no1 (configuration not stated)	3	3%	0	nt	-10%	-13%	4%	-16	-4%	0.1%	2
O=C1/C(=N\S(=O)(=O)c2cccs2)C([n+]2ccccc2)=C([O-])c2ccccc21	-51*	8%	-3	-5%	1%	-7%	3%	-7	?	-0.6%	1
O=c1cc(CSc2nnnn2-c2ccccc2)nc(Nc2ccc(F)cc2)[nH]1	-1	4%	-6	1%	-4%	8%	-3%	-12	?	0.3%	-32
CN1CCN(C(=O)C2C3C=CC(C3)C2C(=O)O)CC1 (configuration not stated)	-1	-1%	10	17%	3%	-2%	2%	1	6%	0.3%	60
Cc1ccc(NC(=O)c2ccc(Cl)cc2[N+](=O)[O-])nc1	-5	-1%	-11	-8%	-1%	-11%	2%	-8	-9%	-0.1%	2
Cc1nc(N2CCOCC2)c2oc3ccccc3c2n1	1	1%	3	-4%	6%	14%	-1%	9	?	0.0%	18
O=C(NCCCc1nc2ccccc2[nH]1)c1cccs1	8	0%	4	-1%	-13%	5%	2%	-28	0%	-0.2%	-31
COc1ccc(N(C)S(=O)(=O)c2ccc3c(c2)CCN3C(=O)C2CC2)c(OC)c1	nt	-1%	14	nt	-5%	-8%	-8%	15	2%	0.2%	5

Reprinted at random: 2 entries already listed.
SMILES	FBPA coupling cs	USP2a inh	hERG WT inh	PKM2 act	Eya2 phos inh	uPA surface inh	GALK inh	Giardia kill	BCR signal inh	B2AR arrestin	KCNH2 3.1 inh
Cc1cccc(N(C2C=CS(=O)(=O)C2)S(=O)(=O)c2ccccc2)c1 (configuration not stated)	1	2%	2	1%	0%	3%	0%	-6	3%	0.1%	-9
CN1CCN(C(=O)C2C3C=CC(C3)C2C(=O)O)CC1 (configuration not stated)	-1	-1%	10	17%	3%	-2%	2%	1	6%	0.3%	60

Remaining list, next part.
SMILES	FBPA coupling cs	USP2a inh	hERG WT inh	PKM2 act	Eya2 phos inh	uPA surface inh	GALK inh	Giardia kill	BCR signal inh	B2AR arrestin	KCNH2 3.1 inh
CC(=O)c1ccc(-n2nnnc2SCC(=O)NNC(=O)c2ccco2)cc1	2	3%	1	2%	-4%	10%	2%	8	?	0.5%	-20
Cn1cc(Br)c(C(=O)Nc2nccs2)n1	-1	1%	-42	-1%	9%	2%	nt	-4	2%	6.4%	9
Cc1ccc(SCc2cc(=O)[nH]c(N3CCN(Cc4ccc5c(c4)OCO5)CC3)n2)cc1	6	0%	-5	-8%	7%	-6%	-1%	0	2%	0.0%	-6
COc1ccc(CNC(=O)C2CCN(S(=O)(=O)c3cccc(C(F)(F)F)c3)CC2)cc1	nt	0%	-13	nt	21%	5%	nt	2	0%	-0.2%	-18
COc1ccc(N(C(C)C(=O)N2CCC(Cc3ccccc3)CC2)S(C)(=O)=O)cc1 (configuration not stated)	0	3%	6	5%	-5%	-14%	-2%	3	-11%	0.1%	3
CCOc1ccc(NS(=O)(=O)c2ccc(SC)cc2)cc1	-3	-2%	13	4%	-9%	-1%	-2%	9	4%	-1.2%	-14
CCn1c(SCC(=O)c2ccccc2)nnc1-c1cc2cc(Br)ccc2o1	-1	1%	2	3%	12%	-1%	0%	-7	0%	0.0%	-9
CC(O)[C@H]1CC[C@H]2[C@@H]3CC[C@H]4C[C@@H](O)CC[C@]4(C)[C@H]3/C(=N/O)C[C@]12C (some centres not stated)	nt	2%	-1	nt	2%	0%	nt	-18	-14%	-1.1%	7
CC(=O)NC(Cc1c[nH]c2ccccc12)C(=O)OCC(=O)Nc1ccc2c(c1)OCO2 (configuration not stated)	-1	0%	-4	1%	12%	-4%	4%	-5	?	0.5%	20
Cc1nn(C(C)C(=O)NNC(=S)Nc2ccc(F)cc2)c(C)c1[N+](=O)[O-] (configuration not stated)	1	3%	-18	2%	6%	18%	2%	1	-5%	-0.1%	8
Cc1ccc2nc(NC(=O)CN3CCOCC3)sc2c1	1	2%	-1	-9%	11%	-6%	-1%	-14	?	-0.7%	-9
Cc1c(Br)ccc(NC(=O)Cn2nc(-c3cccs3)ccc2=O)c1C	1	-1%	2	-3%	-4%	-2%	-1%	3	-11%	0.3%	7
CC1CC(C)CN(C(=O)CSc2nnc(CSc3ncccn3)n2C)C1 (configuration not stated)	-1	4%	-1	4%	0%	-2%	nt	-12	-7%	-0.3%	4
Cc1cc(C)c(NC(=O)c2cc3c(nc4sccn43)s2)c(C)c1	-1	2%	-2	-6%	11%	3%	-1%	8	-1%	-0.3%	1
C=CCn1c(SCC(=O)N(C)C2CCS(=O)(=O)C2)nc2ccccc2c1=O (configuration not stated)	1	3%	4	-6%	3%	16%	-1%	-2	3%	-0.3%	-2
Cc1cc2ccccn2c1C(=O)c1ccc(F)cc1	-1	-1%	-9	2%	-10%	0%	1%	-13	9%	0.4%	-4
COc1ccc(CC(=O)Nc2c(C(N)=O)oc3ccccc23)cc1	2	2%	27	nt	1%	17%	4%	-24	?	0.1%	-8
COCCC(=O)N1CCC(Oc2ccc(C(=O)N3CCC(N(C)C)C3)cc2)CC1 (configuration not stated)	2	0%	-9	-6%	10%	1%	1%	3	?	0.4%	6
Cc1c(NC(=O)N2CCCCCC2)c(=O)n(-c2ccccc2)n1C	0	-1%	17	-2%	-9%	7%	-1%	-2	0%	-0.3%	19
CCn1c(C)nc2cc(C(=O)N/N=C/c3ccc(N4CCOCC4)cc3)ccc21	0	5%	-3	-2%	21%	-8%	-2%	11	1%	-0.1%	-6
CCCCC1C2C(=O)N(c3ccccc3)C(=O)C2ON1c1ccccc1 (configuration not stated)	-2	0%	-2	5%	-4%	-11%	-2%	5	1%	-0.4%	8
CC(C)N=C(NC#N)SCc1ccc(Br)cc1	2	4%	5	-2%	-2%	-4%	nt	-12	-4%	-0.1%	2
CCN1C(=O)[C@H]2[C@H]3CN=C(SCc4ccc(C#N)cc4)N3[C@@](Cc3ccccc3)(C(=O)OC)[C@H]2C1=O	nt	0%	3	nt	-2%	-16%	nt	-9	-7%	-1.5%	-4
COc1cccc(C2(CSc3nnc(-c4cc(OC)c(OC)c(OC)c4)o3)OCCO2)c1	1	1%	-5	0%	-13%	6%	1%	-12	3%	-0.4%	-4

Of the compounds above, these contain fluorine.
SMILES	FBPA coupling cs	USP2a inh	hERG WT inh	PKM2 act	Eya2 phos inh	uPA surface inh	GALK inh	Giardia kill	BCR signal inh	B2AR arrestin	KCNH2 3.1 inh
CN(Cc1ccccc1F)C(=O)CN1c2cccc3cccc(c23)S1(=O)=O	nt	-4%	-14	nt	-7%	1%	nt	-10	-14%	-0.8%	10
Cc1[nH]c2ccccc2c1/C=N/Nc1ccc(F)cc1F	-1	3%	nt	2%	4%	nt	0%	nt	0%	0.3%	nt
O=c1cc(CSc2nnnn2-c2ccccc2)nc(Nc2ccc(F)cc2)[nH]1	-1	4%	-6	1%	-4%	8%	-3%	-12	?	0.3%	-32
COc1ccc(CNC(=O)C2CCN(S(=O)(=O)c3cccc(C(F)(F)F)c3)CC2)cc1	nt	0%	-13	nt	21%	5%	nt	2	0%	-0.2%	-18
Cc1nn(C(C)C(=O)NNC(=S)Nc2ccc(F)cc2)c(C)c1[N+](=O)[O-] (configuration not stated)	1	3%	-18	2%	6%	18%	2%	1	-5%	-0.1%	8
Cc1cc2ccccn2c1C(=O)c1ccc(F)cc1	-1	-1%	-9	2%	-10%	0%	1%	-13	9%	0.4%	-4
